# Bioassay records (PubChem)
# TRAIL sens C8 – sensitizes caspase-8 expressing cells to TRAIL; NB7+C8 cells + TRAIL, ATPlite viability luminescence; inhibition (viability loss, TRAIL sensitization), % at 10 µM; 360,000 tested, 1% active; AID 624354;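 active = compounds causing at least 50% loss of cell viability in the single-dose screen, relative to plate controls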
# NCOA1 inh – inhibitors of human steroid receptor coactivator 1 (SRC1); HEK293 GAL4-SRC1 luciferase reporter, luminescence; inhibition, % at 3.6 µM; 360,000 tested, 0.12% active; Q15788;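 active = inhibition above the campaign mean plus 3 SD, with each screening campaign given its own cutoff, cut at about 60% in these data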;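 note: 0% = DMSO treated cells and 100% = gossypol at 36 µM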
# KKLEB tox – counter-screen for CF NF-kB inhibitors: cytotoxicity. KKLEB CF airway cells viability, ATPlite luminescence, overnight; stronger effect = lower value; cells stimulated with P. aeruginosa culture filtrate. activity change (cytotoxicity), % at 5 µM. 360,000 tested, 0.36% active. AID 602141;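 active = corrected activity change at or below -50% at 5 µM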
# TROY signal inh – TROY signaling inhibition | AID 1347056 | 360,000 tested, 0.98% active | Q293 LMP1-TROYcd NF-kB luciferase reporter, 4 h | inhibition, % at 10 µM;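 active = compounds whose plate-normalised and pattern-corrected inhibition of the luciferase reporter signal at the single screening dose is 50% or more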
# NR5A2 inv ag – NR5A2 inverse agonism in reporter assay | HEK293T StAR-luciferase reporter, LRH-1 transfected, 24 h | inhibition, % at 3.6 µM | 360,000 tested, 0.13% active | AID 602396;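 active = inhibition above the mean inhibition of all tested compounds plus 3 SD, cut at about 73% in these data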;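 note: 0% = DMSO wells and 100% = reporter-only cells lacking LRH-1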
# Target sequence (O00482 whole entry, looked up): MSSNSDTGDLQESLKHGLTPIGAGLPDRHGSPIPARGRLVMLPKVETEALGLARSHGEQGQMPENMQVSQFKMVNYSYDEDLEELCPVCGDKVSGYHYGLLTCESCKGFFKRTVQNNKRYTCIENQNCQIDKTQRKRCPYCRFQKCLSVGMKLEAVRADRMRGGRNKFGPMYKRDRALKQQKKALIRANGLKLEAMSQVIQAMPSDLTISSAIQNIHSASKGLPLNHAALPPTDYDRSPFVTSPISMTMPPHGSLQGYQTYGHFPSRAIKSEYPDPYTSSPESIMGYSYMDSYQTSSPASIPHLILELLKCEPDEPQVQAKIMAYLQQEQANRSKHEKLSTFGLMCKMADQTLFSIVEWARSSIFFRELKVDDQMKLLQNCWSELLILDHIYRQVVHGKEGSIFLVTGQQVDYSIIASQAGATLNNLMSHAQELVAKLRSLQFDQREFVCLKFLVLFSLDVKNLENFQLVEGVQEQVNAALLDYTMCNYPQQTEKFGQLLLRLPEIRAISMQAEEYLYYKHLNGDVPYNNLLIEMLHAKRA
# EBV LMP1 NFkB – inhibitors of Epstein-Barr LMP1-induced NF-kappaB reporter; LMP1-induced NF-kappaB luciferase reporter cells, luminescence; inhibition, % at 12.5 µM; 350,000 tested, 0.69% active; AID 504558; in the data active = inhibition above about 41%;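 note: 0% = neutral control wells and 100% = reference inhibitor control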
# TWEAK-Fn14 inh – blocks TWEAK-Fn14 interaction in a reporter cell assay. inhibition, % at 10 µM. TWEAK-stimulated Fn14 reporter cells, luciferase luminescence, 8 h. AID 1159606. 360,000 tested, 2% active; in the data active = inhibition above about 50%
# Shn3 3UTR inh – inhibitors of Schnurri-3 3'UTR reporter in osteoblasts. Clone20 osteoblast Shn3 3'UTR firefly luciferase, 24 h. inhibition, % at 12.5 µM. 360,000 tested, 0.52% active;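 active = mean inhibition of at least 75% with every replicate also reaching 75%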;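 note: 0% = median of neutral control wells and 100% = pilot-screen positive control compound; some compounds past the cut are filed as inactive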
# COUP-TFII inh – NR2F2 (human) inhibition, primary screen; HEK293T NGFI-A luciferase reporter, luminescence; P24468; 370,000 tested, 0.7% active; inhibition, % at 8.6 µM;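 active = inhibition above a per-plate cutoff, mean inhibition of test wells between control levels plus 3 SD, cut at about 38% in these data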;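 note: cells cotransfected with COUP-TFII expression vector driving the NGFI-A reporter; 0% = median of COUP-TF2 test wells and 100% = reporter-only cells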
# Target sequence (P24468 whole entry, looked up): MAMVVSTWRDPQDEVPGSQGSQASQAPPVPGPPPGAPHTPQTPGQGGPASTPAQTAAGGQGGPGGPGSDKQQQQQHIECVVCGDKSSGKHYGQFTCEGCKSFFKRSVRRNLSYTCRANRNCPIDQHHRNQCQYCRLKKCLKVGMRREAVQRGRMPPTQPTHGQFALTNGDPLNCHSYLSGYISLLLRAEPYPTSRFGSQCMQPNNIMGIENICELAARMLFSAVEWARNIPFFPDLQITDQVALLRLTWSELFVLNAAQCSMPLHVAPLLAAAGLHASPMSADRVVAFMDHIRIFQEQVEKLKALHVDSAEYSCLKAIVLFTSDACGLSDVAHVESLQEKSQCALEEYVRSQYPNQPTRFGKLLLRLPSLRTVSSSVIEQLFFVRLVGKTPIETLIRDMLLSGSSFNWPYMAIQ
# NCOA3 inh – inhibitors of human steroid receptor coactivator 3 (SRC3); 360,000 tested, 0.17% active; HEK293 GAL4-SRC3 luciferase reporter, luminescence; inhibition, % at 3.6 µM; AID 588352; Q9Y6Q9;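 active = inhibition above a per-campaign cutoff, the mean of all compounds plus 3 SD, cut at about 60% in these data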;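 note: 0% = DMSO-treated cells and 100% = gossypol-treated cells at 36 µM; higher means less SRC3-driven luciferase light from the GAL4 reporter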
# CF NFkB inh – cystic fibrosis NF-kB activation inhibition. KKLEB NF-kB-GFP reporter, PAF-induced, GFP fluorescence overnight. 360,000 tested, 0.86% active. inhibition, % at 5 µM;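 active = at least 50% inhibition at 5 µM, scaled per plate between neutral and stimulator controls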;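 note: PAF is a Pseudomonas aeruginosa culture filtrate used as stimulus; plate controls were PAF-stimulated DMSO wells for no effect and unstimulated DMSO wells for full effect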
# Numbers without * were called inactive; · = not tested or not shown. The list is partial; the hit share may differ from the screen's.
SMILES,TRAIL sens C8,NCOA1 inh,KKLEB tox,TROY signal inh,NR5A2 inv ag,EBV LMP1 NFkB,TWEAK-Fn14 inh,Shn3 3UTR inh,COUP-TFII inh,NCOA3 inh,CF NFkB inh
S=C(Nc1ccccc1)N1CCCN1c1ccccc1,-11.8,5.9,3.5,2.0,-4.4,-21.9,-9.4,21.4,-20.8,0.3,-8.9
O=C(/C=C/c1ccccc1)Nc1ccc(CN2CCOCC2)cc1,13.3,-70.9,-7.6,-23.9,-80.5,-10.2,-6.1,-71.8,-27.1,-47.0,3.2
Cc1nn2c(N3CCOCC3)cc(C(C)(C)C)nc2c1-c1ccccc1,-4.1,-32.4,7.6,-7.0,-11.1,-1.5,-2.0,5.5,1.1,1.2,-0.5
Cc1nc(N2CCN(C(=O)c3ccco3)CC2)nc2c1C(=O)CCC2,-20.4,-76.0,0.1,-28.8,-64.7,-14.8,-44.9,-30.8,-24.8,-25.7,-7.9
CCN1C[C@@H]2[C@@H]3C(=O)N(C)C(=O)[C@@H]3[C@](Cc3ccccc3)(C1=O)N2C(=O)c1ccccc1,-7.5,1.3,-9.4,-5.3,-38.5,-2.2,-7.9,5.6,-14.1,5.3,18.3
CC(C)OC(=O)c1ccc(N2C(=O)C3CC=CCC3C2=O)cc1 (stereo not drawn),0.3,-38.2,-1.7,-23.2,-14.5,-5.0,8.3,-20.7,7.0,-29.3,13.1
Cc1ccc(NC(=O)c2ccc(OC(=O)C(C)Oc3ccc(Cl)cc3C)cc2)cc1 (stereo not drawn),15.5,-48.8,0.8,3.5,-64.5,-15.3,-39.0,-61.8,-5.6,-33.0,-7.7
CCOc1cc(S(=O)(=O)N2CCN(C(=O)c3ccco3)CC2)ccc1F,-9.9,4.2,-0.9,1.6,15.2,-13.6,3.4,15.7,-6.0,-5.5,-11.8
CC(=O)Nc1ccc(CC#N)cc1,5.7,-8.2,-16.3,27.6,8.1,-1.6,8.4,-16.8,-21.9,13.3,3.5
O=C(COC(=O)c1ccc(S(=O)(=O)NCc2ccco2)cc1)NC1CCCCC1,2.6,-7.5,-0.5,-12.7,8.8,3.2,0.1,2.0,5.7,9.9,-2.7
Cc1cc(C)c(S(=O)(=O)N(CC(=O)NCc2cccnc2)C2CCCCC2)c(C)c1,-3.8,1.9,15.9,-3.3,-1.8,4.2,7.7,1.8,14.1,-9.2,-8.6
Cc1ccccc1NC(=O)Cn1cnc2c1c(=O)n(C)c(=O)n2C,-5.3,5.3,9.0,11.2,22.2,2.5,11.9,9.9,4.6,13.0,-7.5
COc1ccc(C2CC(=O)C3=C(C2)Nc2ncnn2C3c2ccccc2C)cc1 (stereo not drawn),-1.5,2.9,3.5,4.2,0.1,4.8,-6.3,7.2,5.1,2.4,-2.3
O=C(NCC1CCCO1)C1CCN(S(=O)(=O)Cc2ccccc2)CC1 (stereo not drawn),-14.2,-4.0,3.6,4.1,0.0,-5.4,-7.7,-1.9,12.3,12.4,5.7
COc1ccccc1NC(=O)CCCc1c[nH]c2ccccc12,0.3,-20.1,7.7,-14.6,-18.7,3.4,-7.4,3.8,-1.1,6.4,-5.0
COC(=O)Cc1[nH]n(-c2nc3ccccc3s2)c(=O)c1C(C)=Nc1ccc(OC)cc1,61.1*,81.3*,0.9,54.6*,-20.3,59.5*,101.4*,27.0,-27.7,86.7*,-10.0
S=C(c1ccccc1)N(c1ccccc1)c1ccccc1,4.4,5.3,0.3,6.5,9.6,-0.5,6.1,5.2,8.7,-2.3,4.8
CCOc1ccc(C(=O)Nc2ccc3c(c2)OCCO3)cc1[N+](=O)[O-],8.8,1.7,9.2,-12.6,3.9,-4.6,-3.0,-17.6,15.8,-18.5,7.8
COc1cc(NC(=O)Cn2nc(Cc3cccnc3)c3ccccc3c2=O)cc(OC)c1OC,1.4,16.3,-23.6,-5.5,1.9,-4.0,-2.8,9.5,7.7,-1.5,13.7
COc1cc(CC(=O)Nc2ccc3nc(C)sc3c2)cc(OC)c1OC,-5.2,-19.8,2.3,7.3,25.7,0.9,-0.2,0.7,0.6,-7.0,-5.4
O=C(CCS(=O)(=O)c1cccc2nsnc12)N1CC(=O)N(CCc2ccccc2)C(=O)C1,-4.3,5.7,11.1,-12.8,3.3,-8.8,11.1,4.1,-8.0,14.6,7.3
COc1ccc2[nH]c(=O)c(CN(C3CCCCC3)C(c3nnnn3Cc3ccco3)C(C)C)cc2c1 (stereo not drawn),-3.8,-6.5,-5.9,-20.6,12.9,15.0,12.4,8.4,·,-48.6,6.9
Cc1ccc(NC(=O)C2CCCN2C(=O)NC2CCCCC2)cc1F (stereo not drawn),9.5,-12.5,3.3,1.1,-4.0,-0.5,14.1,6.0,21.7,2.7,-3.1
COC(=O)c1ccc2cc(F)cc(C)c2n1,-7.4,5.7,-10.9,-4.9,14.2,·,16.8,18.3,3.4,10.0,-13.3
CCOc1ccc(N(CCC#N)S(=O)(=O)c2ccc(OC)cc2)cc1,16.1,6.0,-18.1,10.4,-8.3,1.1,6.2,15.3,2.5,14.3,4.8
O=C(c1ccccc1Cc1ccccc1)N1CCN(S(=O)(=O)c2ccccc2Br)CC1,0.0,-0.6,-0.1,10.9,20.5,-9.1,-5.1,27.3,-0.1,5.6,5.9
CCOC(=O)[C@]12CCC=C1N(Cc1cccc3ccccc13)C(=O)[C@H](CC(=O)N1CCOCC1)C2,2.2,·,·,-0.9,-12.9,·,-8.2,·,-0.9,·,·
Cc1cc(CNC(=S)Nc2ccc(S(=O)(=O)Nc3ncccn3)cc2)nn1C,13.4,-17.6,9.0,-1.1,-2.0,-14.8,-6.9,-13.5,11.9,15.1,1.7
CCOc1ccc(Cl)cc1S(=O)(=O)N1CCN(c2ccc(F)cc2)CC1,-0.2,-1.8,4.6,0.0,-14.4,-18.8,-20.8,8.0,5.6,-7.7,7.2
COc1ccc(N(Cc2ccccc2)S(=O)(=O)c2cccc(C(=O)O)c2)cc1,-1.6,9.1,4.6,-9.6,6.6,-5.5,3.9,-11.1,-7.5,-0.2,8.3
O=C1c2ccccc2-c2c1c1ccccc1c(=O)n2-c1ccccc1,14.9,-22.8,22.0,-25.4,19.1,-10.8,-136.1,9.3,-2.9,-6.8,-212.6
O=C(COC(=O)CCCN1C(=O)c2ccccc2C1=O)Nc1ncc(Cl)cc1Cl,-3.2,-0.4,-4.8,3.1,-3.7,-5.2,-8.1,1.3,-4.3,15.3,0.5
CCOc1cc(/C=N/NC(=O)c2cccnc2)ccc1OCC(=O)N1CCOCC1,-4.8,8.1,4.4,0.8,0.7,14.5,-12.5,-18.1,9.2,16.6,-12.7
N=C1CCC(=N)c2c1c(O)c1ccccc1c2O,5.0,0.8,22.4,4.5,15.0,-7.1,40.7,3.6,·,12.0,-49.4
O=C(CNS(=O)(=O)c1ccc(Br)s1)N1CCC(N2CCCCC2)CC1,-1.4,3.5,3.2,-34.7,-18.3,-8.4,-1.0,-0.5,0.2,6.1,-1.9
CC1(C)C(=O)Nc2ccccc2N1C(=O)COC(=O)c1ccc(Cl)c(S(=O)(=O)NCc2ccccc2)c1,7.5,-17.9,3.9,33.4,14.7,-16.5,40.9,6.6,13.4,7.1,-11.2
CCOC(=O)N1CCC(NC(=O)c2cc(C(=O)NCc3cccc(Cl)c3)ccc2CO)CC1,14.9,1.4,-1.1,-8.0,1.0,10.0,11.0,17.3,18.6,13.7,-26.1
O=S(=O)(Nc1cc(S(=O)(=O)N2CCOCC2)ccc1Cl)c1ccccc1,-1.1,-9.7,8.0,-0.1,-29.9,-7.0,-2.8,-11.4,-20.6,-15.2,-11.3
CC(C)n1cnnc1SCC(=O)Nc1ccc(N2CCCCC2)cc1,11.1,-4.2,5.0,-10.5,-11.6,3.7,-8.5,-4.6,-41.8,-9.8,-9.7
CCO[C@H]1OC(C(=O)Nc2ccccc2)=C[C@@H](c2csc3ccccc23)[C@@H]1CCCO,0.9,-2.5,1.5,3.5,0.6,-9.4,12.0,10.5,7.8,-0.4,6.2
COc1ccc(Cc2c(C(C)(C)C)nc3ccc(Br)cn23)c(C)c1,5.6,-3.9,2.3,92.8*,1.1,·,1.6,6.9,-12.2,-4.1,7.0
O=C(CSc1nc(O)c(Cc2ccccc2)c(=O)[nH]1)Nc1nc2c(s1)CCCC2,-3.6,0.2,6.8,6.4,9.5,-8.1,8.8,8.8,8.1,-12.7,1.8
COc1ccc(Cl)cc1NC(=O)CSc1nc2[nH]ncc2c(=O)[nH]1,-8.6,-8.1,-13.8,3.5,8.2,-4.5,-15.7,-7.1,2.8,0.3,20.3
COc1ccc([N+](=O)[O-])cc1NC(=O)Cc1noc2ccc(C)cc12,-4.5,-12.9,-9.7,8.1,-1.3,2.6,-16.2,10.8,-13.7,-16.7,0.3
COc1ccc(-c2ccc(CN3C(C(C)C)C(=O)N(Cc4cn(CCC5OCCCO5)nn4)CCS3(=O)=O)cc2)cn1 (stereo not drawn),-4.4,-7.1,-6.4,-22.3,-4.2,-11.4,0.3,18.1,12.0,-6.5,-8.9
CC(C)c1c(C(=O)N/N=C/c2cccnc2)nnn1-c1nonc1N,-5.0,-0.8,-0.3,4.3,13.7,-2.6,-2.6,-14.4,-2.3,16.5,9.6
Cn1c(SCc2ccccc2)nccc1=O,-41.7,2.1,21.7,-16.3,-26.0,1.5,9.2,4.0,-15.8,-5.6,-25.0
Cc1nnc2sc(-c3ccc(N(C)C)cc3)nn2c1=O,17.1,-106.3,-2.1,1.1,-99.0,-14.8,38.9,-84.5,-33.7,-68.3,-2.4
COc1cc(OC)cc(-c2nnc(SCC(=O)N3CCCC3)o2)c1,-12.9,-18.7,-2.2,-1.1,-17.2,-6.6,-2.7,-63.4,-10.2,-2.7,-1.0
Cn1c(N)c(C(=O)COC(=O)COc2ccc(Br)cc2)c(=O)n(C)c1=O,-4.1,2.2,1.4,-6.3,-11.3,1.5,-8.0,1.7,16.4,6.2,2.8
Cc1cc(C(F)(F)F)nc(SCC(=O)Nc2nccs2)n1,-20.2,16.4,9.8,-2.1,0.2,0.5,-2.1,-11.4,-18.0,7.3,16.8
CC(=O)NS(=O)(=O)c1ccc(N=c2ssc3c2-c2cc(C)c(C)cc2NC3(C)C)cc1,19.3,-1.0,26.0,0.0,-2.8,-3.4,-8.0,11.3,-1.5,5.2,-40.7
Cc1ccc(C)c(N2CCN(C(=S)NC3CCCCC3)CC2)c1,0.4,-1.8,1.9,-5.4,6.3,9.0,-21.6,-5.1,1.7,18.4,-5.1

# Compound profiles (already shown).
# `Cc1cc(C(F)(F)F)nc(SCC(=O)Nc2nccs2)n1` is listed as TRAIL sens C8 = -20.2; NCOA1 inh = 16.4; KKLEB tox = 9.8; TROY signal inh = -2.1; NR5A2 inv ag = 0.2; EBV LMP1 NFkB = 0.5; TWEAK-Fn14 inh = -2.1; Shn3 3UTR inh = -11.4; COUP-TFII inh = -18.0; NCOA3 inh = 7.3; CF NFkB inh = 16.8
# `CC(=O)NS(=O)(=O)c1ccc(N=c2ssc3c2-c2cc(C)c(C)cc2NC3(C)C)cc1` is listed as TRAIL sens C8 = 19.3; NCOA1 inh = -1.0; KKLEB tox = 26.0; TROY signal inh = 0.0; NR5A2 inv ag = -2.8; EBV LMP1 NFkB = -3.4; TWEAK-Fn14 inh = -8.0; Shn3 3UTR inh = 11.3; COUP-TFII inh = -1.5; NCOA3 inh = 5.2; CF NFkB inh = -40.7
